Compound activity deposited in PubChem by National Center for Advancing Translational Sciences (NCATS).
TGFb SMAD3 inh = blocks TGF-b signaling. HepG2 CAGA-GFP TGF-b/SMAD3 reporter, GFP fluorescence, 18 h; TGF-beta stimulated, 500 pg/mL final. Potency, µM (series often up to 46.1 µM), inactives show top-dose activity, negative = inhibition, actives largely listed as inhibitors. hit rate 1.2% among 410,000. AID 588855; note: potency is the fitted concentration of half-maximal effect; % is set by controls: 0 for no effect and ±100 for the full control effect; nearly all actives have a fitted effect of over 65% in size
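Smad-responsive CAGA-GFP expression was quantified in HEPG2 cells exposed to compounds and 500 pg/mL final TGF-beta for 18 h at 37 degrees C; unstimulated wells defined full inhibition.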
Nrf2 activator = Nrf2 pathway activation. AID 624171. Potency, µM (highest dose often 46.1 µM), inactives show at the top dose activation, actives largely listed as activators. AREc32 ARE-luciferase reporter (MCF7-derived line), luminescence, 24 h. hit rate 0.31% among 410,000; note: potency is the fitted concentration of half-maximal effect; % of control where 0% means no effect; nearly all actives have a fitted effect of over 65% in size
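AREc32 cells carrying an ARE-driven firefly luciferase, 1000 cells/well in OPTI-MEM with 5% FBS, dosed after overnight attachment and incubated 24 hr at 37 deg C. Steady-Glo luminescence read after 30 min at RT.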
A549 tox = counter-screen for Nrf2 inhibitors: cytotoxicity in A549 cells; A549 ARE-Fluc cells, CellTiter-Fluor viability, 18-24 h; Potency, µM (doses to about 46 µM), for inactives: top-dose activity change, negative = cytotoxicity, hits mostly inhibitors; AID 504648; hit rate 0.16% among 390,000; note: potency is the fitted concentration of half-maximal effect; % is set by controls: 0 for no effect and ±100 for the full control effect
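A549 ARE-Fluc cells in 5% FBS OPTI-MEM, 5000 cells/well, rested 2 h then exposed to compounds in concentration-response for 18-24 h at 37 °C. Viability by CellTiter-Fluor fluorescence (Ex 405/Em 525) after 30 min; luciferase luminescence (BugLite, 15 min, RT) read afterwards.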
MCF10A rereplic = inducers of DNA re-replication in MCF 10A breast cells | Potency, µM (titrated, usually from 46.1 µM), without a hit: at the top dose activity, positive = re-replication, actives largely listed as activators | AID 624296 | hit rate 2.9% among 350,000 | MCF 10A DNA re-replication, Hoechst nuclear intensity, 48 h; note: potency is the fitted concentration of half-maximal effect; % of control where 0% means no effect; nearly all actives have a fitted effect of over 50% in size
ATXN2 expr inh = reduces ATXN2 reporter expression in HEK-293 cells | HEK-293 ATXN2-luciferase reporter, luminescence, 24 h | Potency, µM (doses to about 57 µM), for the others: at the top dose activity change, negative = inhibition, hits mostly inhibitors | AID 1745845 | hit rate 0.72% among 360,000; note: potency is the fitted concentration of half-maximal effect; % is set by controls: 0 for no effect and ±100 for the full control effect; nearly all actives have a fitted effect of over 55% in size
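ATXN2-luciferase reporter cells (luciferase flanked by upstream and downstream ATXN2 gene portions) were treated 24 h at 37 °C with compounds at up to 57 uM. SteadyGlo luminescence gave expression; GF-AFC fluorescence gave viability.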
ATXN viability = cell viability loss in ATXN counter-screen; S2 cells (HEK-293 line with an ATXN2-luciferase reporter) viability, CellTiter-Fluor protease fluorescence, 24 h; Potency, µM (highest dose often 56.7 µM), hits mostly cytotoxic; hit rate 0.49% among 400,000; note: potency is the fitted concentration of half-maximal effect; nearly all actives have a fitted effect of over 40% in size
Nrf2 block = inhibitors of Nrf2 signaling. A549 ARE-Fluc reporter, luciferase luminescence, 18-24 h. hit rate 2.1% among 360,000. Potency, µM (top dose mostly 46 µM), inactives show at the top dose activity change, negative = inhibition, most hits filed as inhibitors. AID 504444; note: potency is the fitted concentration of half-maximal effect; % is set by controls: 0 for no effect and ±100 for the full control effect; nearly all actives have a fitted effect of over 60% in size
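Nrf2 activity is the BugLite luminescence, read 15 min after reagent at room temperature, following CellTiter-Fluor cytotoxicity readout (30 min, 37C). Compound titrations were applied for 18-24 h to 5000 A549 ARE_Fluc cells/well in 5% FBS OPTI-MEM.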
IL1B secr inh = inflammasome signaling inhibition, IL-1 beta readout. activity change, % at 57.5 µM. THP-1 LPS/ATP IL-1B secretion, AlphaLISA, 16 h; hits give low values. hit rate 4.7% among 360,000; in the data active = activity change below about -50%; inconclusive = mostly about -30% to -49%; note: % is set by controls: 0 for no effect and ±100 for the full control effect
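Secreted IL-1B measured by AlphaLISA bead assay after 16 h compound exposure of THP-1 cells; compounds (final up to 57.5 uM) added 1 h before LPS (250 ng/mL) and ATP (1.25 mM) stimulation; lower signal means less secretion.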
HepG2 tox = counter-screen for TGF-b inhibitors: cytotoxicity in HepG2 cells; AID 588856; hit rate 0.76% among 410,000; Potency, µM (top dose mostly 46.1 µM), without a hit: top-dose activity change, negative = cytotoxicity, actives largely listed as cytotoxic; HepG2 CAGA-GFP viability, ATP luminescence, 18 h; note: potency is the fitted concentration of half-maximal effect; some results filed as inactive show a strong effect at the top dose
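HepG2 CAGA-GFP cells (1000/well, DMEM with 1% FBS) received compound, then TGF-beta at 500 pg/mL final, and were incubated 18 hours at 37 degrees C. Viability was read by CellTiter-Glo luminescence. Media-only wells were set as complete cell-killing and DMSO as no toxicity.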
Starred values were filed as active, the others as inactive; i = inactive; ? = inconclusive; nt = not tested or not shown; & = joins results of further samples; [ ] = remark or other dose. Unless noted, calls come from the whole dose curve; as a rule, active = well fitted curve in the direction sought with a large enough effect; inconclusive = small, poorly fitted or top-dose-only effect, or another doubt; inactive = no such curve, though single readings can be large; an effect the other way counts as inactive or inconclusive. Hits appear at their usual frequency; 8.8% or so of the library scored in one or more.

SMILES	TGFb SMAD3 inh	Nrf2 activator	A549 tox	MCF10A rereplic	ATXN2 expr inh	ATXN viability	Nrf2 block	IL1B secr inh	HepG2 tox
CC(O)c1cc2c(s1)c1cnn(Cc3ccccc3F)c(=O)c1n2C (stereo unspecified)	-11%	-0.3%	13%&14%	-6%	-27%	i	-13%&-7%	nt	4%
O=C1CSC(c2ccccc2)N1CC12CC3CC(CC(O)(C3)C1)C2 (stereo unspecified)	2%	-0.1%	-2%	2%	-3%	i	-16%	-17	-7%
CC(C)(C)S(=O)(=O)N1C[C@@H]2CC/C=C\C/C(c3ccccc3)=C\2[C@H]1CCO	-2%	0.1%	4%	-24%	3%	i	?	-1	-9%
COc1cc(/C=C/C(=O)OCC(=O)NCc2cccs2)ccc1OC(F)F	-5%	0.2%	-2%	?	-1%	i	0%	6	-4%
COc1cc(OC)c2ccc(=O)oc2c1C(CC(=O)N1CCCC1)c1ccc(N(C)C)cc1 (stereo unspecified)	-17%&5%	0.6%	-25%&-20%	7%	-7%	?	-5%&1%	-4	-11%&1%
COc1cc(SC#N)ccc1N=Cc1c(C)[nH]n(-c2ccc(C)c(C)c2)c1=O	?	7.8%	-17%	?	11µM*	13µM*	9%	-98*	8.9µM*
Cc1ccc(CCNS(=O)(=O)c2ccc3c(c2)C(C)(C)C(=O)N3C)cc1	-8%	7.4%	7%	0%	7%	i	13%	4	-3%
O=C(Oc1cc(Cl)ccc1Cl)C1=CC=CN2CCS(=O)(=O)N=C12	-1%	0.4%	2%	12%	nt	i	4%	-19	-6%
Cn1nc(C(=O)OCC(=O)NCc2ccc(Cl)cc2)c2ccccc2c1=O	12%	2.4%	-7%	-11%	nt	i	-12%	13	13%
Cc1[nH]c2ccc(-c3nnc(SCC(=O)c4ccc(F)cc4)o3)cc2c1C	8%	0.0%	-3%	-14%	-26%	i	?	-20	-16%
CCC[C@H](CN[C@@H](CNC)[C@H](C)O)NCCc1ccc(OC)cc1	-2%	-0.7%	16%	?	-4%	i	8%	-10	-7%
CC1=C(c2ccc(C)cc2)S(=O)(=O)NC1=NCCCN1CCN(c2ccc(F)cc2)CC1	?	0.2%	0%	nt	nt	nt	1%	nt	-27%
CC(=O)N1CCN(c2cc(N3CCCC3)c(F)cc2[N+](=O)[O-])CC1	-12%	4.3%	?	-1%	-14%	?	-16%	-17	-5%
COc1ccc(-n2c(/C=C/c3cc(OC)c(OC)cc3OC)nc3cc4ccccc4cc3c2=O)cc1Cl	89%[activator]	-0.9%	15%	nt	nt	nt	nt	nt	-5%
CCCOc1ccc(C(F)(F)F)cc1NC(=O)CCc1c(C)noc1C	1%	0.7%	1%	?	-8%	i	?	-26	-17%
CCC(C)N1C(=O)CCC1C(=O)N1CCN(c2ccc(F)cc2)CC1 (stereo unspecified)	-9%	0.1%	?	6%	-13%	?	?	-9	2%
CC(C)CCNC(=O)Nc1cc(C(=O)NCc2cccc(F)c2)ccc1N1CCCC1	-16%	-0.8%	-7%	nt	?	?	nt	nt	-22%
COc1cccc(C(NC(C)=O)c2nc(-c3cccc4cccnc34)cs2)c1 (stereo unspecified)	0%	8.0%	nt	nt	8%	i	nt	38	-3%
O=C(CCC(=O)OCC(=O)c1ccc(Cl)cc1)Nc1ccc(Oc2ccccc2)cc1	48%[activator]	-0.1%	3%	nt	3%	i	0%	nt	34%
CN(CCOc1ccccc1)CC(=O)Nc1ccc(S(=O)(=O)N2CCCC2)cc1	-29%	-0.4%	-5%	?	nt	i	-11%	0	-52%
COc1cccc(NC(=O)C(Cc2ccccc2)NC(=O)C2CCC(C)CC2)c1 (stereo unspecified)	1%	2.3%	-3%	27%	6%	i	2%	3	16%
CCn1c(SCc2ccccc2F)nnc1-c1ccncc1	-4%	-0.1%	0%	-5%	25%	i	2%	25	-5%
O=C(COc1ccc(Cl)cc1)NCc1ccccc1	1%	2.4%	3%	1%	nt	i	12%	-12	-48%
CC(=O)c1cc(C#N)c(SCCC(C)C)nc1C	1%	5.4%	2%	2%	32%[activator]	i	15%	24	-26%
O=[N+]([O-])c1cc(Cl)ccc1Sc1cccc2cccnc12	-1%	-0.5%	-6%	11%	-5%	i	-1%	42	-15%

Entries of single compounds, looked up by structure. Values in the order: TGFb SMAD3 inh	Nrf2 activator	A549 tox	MCF10A rereplic	ATXN2 expr inh	ATXN viability	Nrf2 block	IL1B secr inh	HepG2 tox
`Cc1[nH]c2ccc(-c3nnc(SCC(=O)c4ccc(F)cc4)o3)cc2c1C` as listed: 8%	0.0%	-3%	-14%	-26%	i	?	-20	-16%
`CC(=O)N1CCN(c2cc(N3CCCC3)c(F)cc2[N+](=O)[O-])CC1` as listed: -12%	4.3%	?	-1%	-14%	?	-16%	-17	-5%
`O=C(COc1ccc(Cl)cc1)NCc1ccccc1` as listed: 1%	2.4%	3%	1%	nt	i	12%	-12	-48%
`CCC(C)N1C(=O)CCC1C(=O)N1CCN(c2ccc(F)cc2)CC1` (stereo unspecified) as listed: -9%	0.1%	?	6%	-13%	?	?	-9	2%
`CN(CCOc1ccccc1)CC(=O)Nc1ccc(S(=O)(=O)N2CCCC2)cc1` as listed: -29%	-0.4%	-5%	?	nt	i	-11%	0	-52%

The results go on:
SMILES	TGFb SMAD3 inh	Nrf2 activator	A549 tox	MCF10A rereplic	ATXN2 expr inh	ATXN viability	Nrf2 block	IL1B secr inh	HepG2 tox
CN(C)C(=O)COC(=O)c1cc(Cl)cc(Cl)c1N	5%	0.0%	-5%	373%[0.0737 µM]	8%	i	-17%	29	7%
CC1=C(C(=O)N(C)C)C(c2ccc(Cl)c(Cl)c2)NC(=O)N1 (stereo unspecified)	9%	-0.1%	-9%	-3%	5%	i	-14%	10	-9%
CCOc1ccc(C2=C/C(=C/c3cccnc3)C(=O)O2)cc1	0%	0.3%	-16%	0%	3%	i	-11%	3	-1%
CCOc1ccc(NC(=O)c2oc3ccccc3c2NC(=O)c2ccc(OC)cc2OC)cc1	28%	0.4%	-17%	nt	8%	i	?	nt	2%
Cn1c2c(c(=O)n(C)c1=O)C(NC(=O)c1cccs1)(C(F)(F)F)C(=O)N2 (stereo unspecified)	5%	-0.1%	-1%	1%	-2%	i	16%	21	0%
COc1ccc2oc(=O)c(C(=O)NCCc3c(C)[nH]c4ccc(Br)cc34)cc2c1	-1%	-2.4%	-8%	nt	-15%	i	-18%	nt	-8%
COc1ccc(C(CNC(=O)c2ccc(-c3nc4ccccc4s3)o2)N2CCCC2)cc1 (stereo unspecified)	-5%	0.7%	?	18%	-10%	?	?	-16	-30%
CN1CCN(c2ccc(CNC(=O)c3ccc(-c4cnn(C)c4)c4ccoc34)cc2)CC1	9%	8.4%	nt	nt	15%	i	nt	?	-6%
O=C(COCC(=O)Nc1cccc(C(F)(F)F)c1)Nc1cccc(C(F)(F)F)c1	-20%	-0.8%	?	?	-14%	i	?	?	22µM*
COc1ccc(Cl)cc1NC(=O)C(C)n1nnc2sc3c(c2c1=O)CCCC3 (stereo unspecified)	-2%	-0.7%	-4%	nt	-5%	i	-16%	nt	-7%
Cc1ccc(-c2nc3ccc(Cl)cn3c2CC2CCCCC2)cc1	-5%	-0.3%	nt	nt	39%[activator]	i	nt	-22	-12%
Cc1[nH]c2ccccc2c1-c1csc(NC(=O)CSCCO)n1	-3%	6.5%	2%	?	31%[activator]	i	-2%	?	-10%
COc1ccc(N(C(C)=O)c2nc3ccccc3[nH]2)cc1	2%	9.7%	9%	1%	nt	i	7%	-11	-4%
CCOC(=O)Cc1nnc(NC(=O)C(CC)Sc2nc(C)cc(=O)[nH]2)s1 (stereo unspecified)	1%	-0.5%	9%	1%	8%	i	21%	5	1%
O=C(NC(N1CCOCC1)C(Cl)(Cl)Cl)c1ccco1 (stereo unspecified)	-4%	-0.8%	-5%	7%	-7%	i	5%	1	-7%
CC(=O)c1ccc(NC(=O)c2ccc3c(c2)N(Cc2cccc(Cl)c2)C(=O)c2ccccc2S3=O)cc1 (stereo unspecified)	9%	-0.5%	-13%	nt	-1%	i	nt	nt	4%
COCCNC(=O)c1cc(S(=O)(=O)N(C)c2ccccc2OC)ccc1C	24%	-0.3%	4%	10%	3%	i	2%	6	38%
Cc1ccc(N(CC(=O)Nc2c(C)cccc2C)S(C)(=O)=O)cc1	-16%	0.2%	2%	0%	-1%	i	-6%	10	-36%
CN1OC[C@@H]2CN(Cc3ccccc3)[C@H](c3cccc(N4CCOCC4)c3)C[C@@H]21	0%	0.4%	3%	?	-10%	i	-3%	-17	-16%
COc1cc(C(=O)OCC(=O)Nc2ccc(F)cc2F)cc(OC)c1OC	-11%	0.0%	-8%	8%	nt	nt	0%	11	-12%
CCN(CC)C(=O)C[n+]1cccc(/C=N/O)c1	4%	-0.2%	-5%	-1%	nt	i	-2%	0	-9%
CCN(C(=O)CSc1nnc(SC)s1)c1c(N)n(Cc2ccccc2)c(=O)[nH]c1=O	3%	0.1%	1%	-8%	3%	i	2%	0	6%
COc1ccc(-c2cn3c(n2)sc2cc(C(=O)Nc4ccccc4F)ccc23)cc1	-6%	3.4%	5%	nt	nt	nt	1%	nt	-25%
CCSc1ccc(C(=O)Nc2ccc(-c3nc4ccc(C)cc4s3)cc2)cc1	8%	0.5%	11%	nt	4%	i	nt	nt	1%
